HIV fusion peptide = inhibitors of HIV fusion peptide binding, primary screen, biochemical, uHTS, fluorescence dequenching (AID 1986); cell-free peptide binding, fluorescence dequenching, 30 min; higher % means a stronger effect; one-dose inhibition, % at 20 µM; IC50 in µM for titrated hits; 290,000 tested, 0.3% active; in the data active = inhibition mostly above about 52%, no sharp cut-off; inactive = mostly below about 76%; also: some results filed as inactive read as strong as hits
Dynein transport = inhibitors of GR-EGFP nuclear translocation, primary screen, dynein cargo transport inhibitor project, imaging, high-content, 3617.4 mouse cells | AID 1381, 2008 | test concentration mostly 20 µM; stimulated with dexamethasone, 1 µM; stronger effect = lower value | z-score, hits read low | 220,000 tested, 0.47% active;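 active = plate z-score of nuclear minus cytoplasmic receptor signal below a set negative limit, without overly bright fluorescence or cell loss, cut at about -3.5 in these data, passing the limit was not always enough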;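 also: z-score of nuclear minus cytoplasmic ring GR-EGFP intensity difference per well; some compounds called inactive have numbers as strong as hits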
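Also added – dexamethasone, 1.0 µM final · Buffer or medium – tet-free, stripped-serum medium · Schedule – induction 48 h, compound 1 h, agonist 30 min · Detection – formaldehyde fixation, Hoechst nuclear stain, 10x automated fluorescence imaging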
MT stabilizer = microtubule stabilizers in HeLa cells, primary screen, imaging, high-content imaging | HeLa tubulin immunostaining HCS, 24 h; share of cells brighter than vehicle mean+2SD | % tubulin-high responders, % at 10 µM | 200,000 tested, 0.83% active;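 active = plate Z-score above 3 for both tubulin-high and condensed-nucleus cell shares, with cell loss under 80%, at 10 µM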;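 also: anti alpha tubulin signal scored within the nucleus-defined area of each cell; some results filed as inactive read as strong as hits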
AID2073 = inhibitors of Mint1-CaV2.2 protein interaction, biochemical, HTRF (AID 2073); Voltage-dependent N-type calcium channel subunit alpha-1B (Homo sapiens); HTRF protein-protein interaction, Mint1-CaV2.2; higher % means a stronger effect; one-dose inhibition, % at 20 µM; IC50 in µM for titrated hits; 290,000 tested, 0.19% active; in the data active = inhibition mostly above about 51%, no sharp cut-off; inconclusive = no clear call, values can overlap the other calls; inactive = mostly below about 53%; also: some results filed as inactive read as strong as hits
Yfh1-off respiration = enhancers of respiration in Yfh1-depleted yeast, dose response, Friedreich's ataxia, plus single-dose screen (AID 1465) | S. cerevisiae Yfh1-off respiration, WST-1 reduction, 72 h; higher fold induction means a stronger effect | fold induction at 50 µM, or EC50 in µM where a hit was titrated | 220,000 tested, 0.074% active;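 active = fold induction of absorbance versus untreated yeast above a set limit, then at least 30% activation at any dose in follow-up; inconclusive = repeats straddling the limit, or above it without dose testing; inactive = fold induction below the set limit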;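 also: activators that raise dye reduction in frataxin-depleted yeast; strong numbers were not always called active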
WT yeast gro inh = growth inhibition of WT strain, primary screen, mitochondrial fusion inhibitor project, WT and mutant strains, chemical genetic; mitochondrial fusion phenotypic screen; inhibition, % at 10 µM; 190,000 tested, 2.1% active; AID 1362, 2008; in the data active = inhibition above about 58%; tested in S. cerevisiae
Ins promoter up = insulin promoter activators in MIN6 cells, imaging, high-content screening, mouse beta cells | MIN6 insulin promoter-GFP reporter; stronger effect = higher value | z-score at 5 µM | 190,000 tested, 0.3% active | AID 1625, 2009;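 active = z-score above 3 at 5 µM with at least 500 cells counted in the well; inconclusive = wells under 500 cells, flagged as cytotoxic or low count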
bCat nuc transl = modulators of beta-catenin nuclear translocation, primary screen, imaging, HeLa cells, immunofluorescence, high-content; AID 1665, 2009; 190,000 tested, 0.3% active; nuclear translocation activity, % at 5 µM;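 active = nuclear translocation activity above 50% at 5 µM, with a well cell count of 50 or more; inconclusive = wells under 50 cells across six images, flagged as toxic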;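 also: per-cell ratio of nuclear to cytoplasmic median beta-catenin stain intensity; plate controls were DMSO negative control for no effect and GSK-3 inhibitor IX positive control for full effect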
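Technique: fluorescence imaging of beta-catenin antibody stain plus DAPI / Material: human HeLa cell line / Incubation: compound treatment 24 h, 37°C, 5% CO2 / Read-out basis: % activation of per-cell nuclear versus cytoplasmic median beta-catenin signal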
Autophagy HCS = autophagy modulators in MEF cells, primary screen, imaging, high-content, MEF GFP-LC3 | calls only at 10 µM (by protocol) | 190,000 tested, 0.98% active | AID 463193, 2010 | MEF GFP-LC3 puncta imaging; test concentration mostly 10 µM;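 active = percentage of spot-positive cells more than 3 SD above its plate mean, without a fluorescence outlier flag or 80% toxicity; inconclusive = no clear call, values can overlap the other calls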;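 also: spot-positive cell cutoff set from DMSO-treated cells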
WT yeast gro inh mutant strain = also measured in WT yeast gro inh; calls as there; inhibition, %; mitochondrial fusion phenotypic screen, mutant strain inhibition
Dynein transport cytoplasmic EGFP = further read-out of Dynein transport, marked with its call; z-score; measured here: cytoplasmic GR-EGFP intensity; stronger effect = higher value
Dynein transport nuclear GR-EGFP = further read-out of Dynein transport, marked with its call; z-score; measured here: nuclear GR-EGFP intensity;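 lower value marks the stronger effect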
Dynein transport cell count = recorded beside Dynein transport, whose call it bears; z-score; measured here: cell count per field
Ins promoter up cell count = recorded beside Ins promoter up, whose call it bears; cell count; measured here: cytotoxicity, nuclei count;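 total cells summed across four imaged fields per well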
bCat nuc transl cell count 5 µM = also measured in bCat nuc transl; calls as there; cell count; measured here: cell count, cytotoxicity flag
MT stabilizer Hoechst-high % = further read-out of MT stabilizer, marked with its call; % Hoechst-high responders; measured here: nuclear condensation Hoechst responders;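 share of cells brighter than vehicle mean plus two SD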
MT stabilizer cytotoxicity % = also measured in MT stabilizer; calls as there; toxicity, %; measured here: cytotoxicity by cell density;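 0% = mean cell density of plate MIN control wells and 100% = no cells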
Autophagy HCS cell loss 18 h = further read-out of Autophagy HCS, marked with its call; toxicity, %; measured here: cell loss, nuclei count;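 cell loss after 18 h compound exposure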
Starred values were filed as active, the others as inactive; i = inactive; ? = inconclusive; . = no result given.

SMILES | HIV fusion peptide | Dynein transport | Dynein transport cytoplasmic EGFP | Dynein transport nuclear GR-EGFP | Dynein transport cell count | MT stabilizer | MT stabilizer Hoechst-high % | MT stabilizer cytotoxicity % | AID2073 | Yfh1-off respiration | WT yeast gro inh | WT yeast gro inh mutant strain | Ins promoter up | Ins promoter up cell count | bCat nuc transl | bCat nuc transl cell count 5 µM | Autophagy HCS | Autophagy HCS cell loss 18 h
CC(C)C(C(=O)NC1=NCCS1)c1ccc(Cl)cc1 (stereo not drawn) | -1.2% | 0.000802 | -0.249 | -0.0755 | 1.29 | 2.5 | 2.2 | 6.8 | -8.7% | i | 77.5 | 82.0 | 0.25 | 1374 | 2.4 | 961 | i | -3.0
CCC(CC)NC(=O)CCCSc1nc2ccccc2[nH]1 | -1.0% | 1.01 | -0.232 | 0.698 | -1.08 | 3.2 | 1.5 | 2.3 | 0.0% | i | 5.9 | -11.2 | 0.36 | 1260 | -1.7 | 1062 | i | 0.2
CC(=O)c1ccc(NC(=O)C2CC(=O)Nc3nc4ccccc4n32)cc1 (stereo not drawn) | 0.5% | -0.745 | -0.221 | 0.02 | 0.0123 | . | . | . | 7.8% | i | . | . | -0.09 | 1146 | 1.1 | 1277 | . | .
COc1ccc(CC(=O)OCC(=O)Nc2c(C)n(C)n(-c3ccccc3)c2=O)cc1 | 0.2% | 1.38 | -0.208 | 1.15 | 0.185 | 2.9 | 1.4 | 12.7 | ? | i | 10.9 | 13.8 | . | . | . | . | i | 7.3
FC(F)(F)c1cccc(-c2nc3nc(Cl)c(Cl)nc3[nH]2)c1 | 25.8% | 1.78 | -0.419 | 1.23 | -2.04 | . | . | . | 20.4% | i | . | . | ? | . | 0.7 | 1240 | . | .
Cc1ccc(-c2nc(C)sc2CC(=O)O)cc1 | 1.5% | 0.253 | -0.259 | 0.54 | 0.455 | 1.6 | 1.3 | 5.8 | 9.8% | i | 13.2 | 18.0 | 1.51 | 726 | -2.7 | 1057 | i | 22.8
COc1ccccc1/C=C(/C(=O)OCC(=O)N(C)Cc1ccccc1)c1ccccc1 | -0.7% | -0.0677 | -0.25 | -0.158 | -0.0118 | 4.5 | 1.8 | 7.1 | -3.6% | i | 6.4 | -3.3 | . | . | 2.4 | 1021 | i | 3.8
Cc1ccc(NC(=O)c2nnn(-c3cc(C)cc(C)c3)c2N)cc1 | -1.0% | -0.412 | -0.193 | 0.0659 | -0.347 | 3.2 | 1.7 | 4.2 | 2.5% | i | 9.7 | -4.7 | -1 | 1301 | 0.4 | 1449 | i | -8.9
COc1ccc([N+](=O)[O-])cc1NC(=O)c1cn(-c2ccc(C)c(C)c2)c(=O)c2ccccc12 | -0.6% | -0.333 | -0.211 | -0.235 | 0.584 | 3.9 | 1.8 | 8.9 | 5.1% | i | 0.5 | -3.1 | -0.04 | 1330 | -3.7 | 539 | i | -0.8
CCCn1c(SC(C(=O)Nc2cc(C)ccc2OC)c2ccccc2)nc2ccccc2c1=O (stereo not drawn) | 1.9% | -0.569 | 0.0743 | 0.124 | 0.926 | 3.5 | 3.3 | 5.3 | -8.9% | i | -15.9 | 5.8 | -0.45 | 1441 | -0.6 | 1059 | i | 15.2
CCOc1c(S(=O)(=O)NC2CC(C)(C)NC(C)(C)C2)ccc(Cl)c1Cl | 1.9% | 0.846 | -0.292 | 1.23 | -1.11 | 4.9 | 2.3 | 21.1 | ? | i | 11.1 | -4.0 | 0.07 | 1589 | -6.2 | 1024 | i | 16.8
COc1ccc(CCNC2CC(=O)N(C)C2=O)cc1OC (stereo not drawn) | 8.1% | -1.16 | -0.318 | -0.669 | 0.699 | 2.4 | 1.7 | 9.0 | -7.1% | i | 9.5 | 29.0 | 0.93 | 988 | . | . | i | 6.8
CCOC(=O)c1ccc(NC(=O)C23CCC(C)(C(=O)O2)C3(C)C)cc1 (stereo not drawn) | -1.0% | -0.772 | -0.268 | 0.267 | 0.361 | 3.2 | 2.9 | 8.6 | -5.3% | i | -0.8 | 6.5 | 0.4 | 817 | -5.3 | 1078 | i | 8.6
COc1ccc(C(=O)c2c[nH]c(C(=O)NCCCn3ccnc3)c2)cc1 | 5.3% | 1.74 | -0.217 | 0.837 | -0.548 | 2.9 | 1.7 | 0.5 | 9.6% | i | 8.1 | -2.5 | 0.09 | 1384 | -1.8 | 1138 | i | -10.4
CC(=O)OCC(=O)NCc1ccc2c(c1)OCO2 | 0.0% | 0.375 | -0.205 | 0.134 | -0.73 | 3.8 | 2.0 | 11.3 | -1.6% | i | 16.1 | 13.8 | -1.5 | 1220 | -6.1 | 988 | i | -44.9
CCN(CC)C(=O)c1ccc(Nc2nnc(C)c3ccccc23)cc1 | -2.7% | 0.0298 | -0.236 | 0.104 | 0.913 | 3.7 | 1.9 | 2.2 | 11.6% | i | 0.6 | 12.6 | . | . | 4.2 | 443 | i | -3.6
Cc1cccc(OCCC(=O)Nc2nnc(C)s2)c1 | 0.1% | -0.292 | 0.296 | -0.115 | 0.418 | 2.2 | 2.3 | 4.0 | 35.7% | i | -15.4 | -23.3 | 1.29 | 1137 | -2.4 | 980 | i | 15.5
Cc1ccc(-c2cc(-c3cccs3)[nH]n2)c(O)c1 | -1.6% | 0.628 | -0.249 | 0.335 | -0.547 | 3.2 | 1.6 | 6.8 | -5.2% | i | 31.7 | 41.0 | . | . | . | . | i | 0.4
Cc1ccc(S(=O)(=O)Nc2ccc(C(=O)Nc3cc(C)on3)cc2)cc1 | -0.1% | 0.817 | -0.134 | 0.494 | 0.477 | 2.3 | 1.7 | 0.3 | 9.3% | i | -16.0 | -8.1 | -0.03 | 1240 | -1.4 | 1228 | i | 1.1
O=C(CC1(O)C(=O)Nc2ccccc21)c1ccc2c(c1)OCO2 (stereo not drawn) | 0.9% | -0.282 | -0.154 | 0.192 | 0.524 | 2.1 | 2.1 | 7.2 | 3.6% | i | 3.3 | -4.6 | -0.26 | 891 | -4.0 | 1223 | i | -2.6
O=C1c2ccccc2C(=O)N1CCCCSc1nnc2ccccn12 | 0.7% | -0.59 | -0.139 | -0.247 | 1.07 | 1.4 | 3.8 | 8.7 | -4.3% | i | -3.2 | -0.9 | 0.23 | 1139 | -6.1 | 934 | i | -2.6
Cc1cc(OC(=O)c2ccccc2)c([N+](=O)[O-])c(=O)[nH]1 | -0.6% | -0.523 | -0.215 | -0.223 | 0.231 | 4.7 | 2.1 | 7.1 | -9.3% | . | -13.8 | -1.9 | -0.45 | 1182 | -0.6 | 1078 | i | 5.1
N#C/C(=C\Nc1ccc(Cl)cc1)S(=O)(=O)c1ccccn1 | -1.2% | 0.19 | -0.202 | -0.168 | -0.221 | . | . | . | 0.2% | i | . | . | 0.91 | 1358 | 2.6 | 1268 | . | .
COc1cc(C=O)c(Br)cc1OCC(=O)NCc1ccccc1 | 1.1% | -0.872 | -0.361 | -0.381 | 0.367 | 3.2 | 2.1 | 8.7 | 13.0% | i | -1.9 | 5.0 | 0.62 | 1605 | -8.0 | 1047 | i | 14.6
CCN(CC)c1ccc(NC(=O)c2nc3nc(C)cc(C(F)F)n3n2)cc1 | -2.7% | -1.57 | -0.321 | -0.777 | 1.83 | 2.6 | 2.6 | 5.3 | 17.2% | i | 0.1 | 0.0 | -1.3 | 1512 | 2.2 | 1106 | . | .
COC(=O)c1ccc(OC)c(-c2c(OC)cc(OC)cc2OC)c1 | 0.3% | -0.0948 | -0.323 | -0.393 | 0.671 | 2.6 | 2.4 | 6.7 | -1.4% | i | -17.2 | -10.0 | -0.02 | 1260 | 1.0 | 557 | i | 4.6
COc1ccc(OC)c(C(C)NC(C)=O)c1 (stereo not drawn) | 1.2% | 1.7 | -0.0924 | 1.4 | -1.74 | 4.0 | 2.2 | 4.1 | 6.2% | i | 16.4 | 17.5 | 0.6 | 1359 | 1.5 | 1125 | i | 7.8
CCCNC(=O)C(=O)N/N=C/c1cccs1 | -2.6% | -0.115 | 0.0241 | 0.0365 | 0.413 | 2.7 | 2.2 | 2.2 | 3.1% | i | -18.6 | 16.6 | 0.26 | 1470 | -2.5 | 1121 | i | -10.5
CC(=O)N1N=C(c2cccc([N+](=O)[O-])c2)OC1c1ccc(Br)cc1 (stereo not drawn) | -1.9% | 0.211 | -0.189 | 0.124 | 0.371 | . | . | . | 7.7% | i | . | . | -0.09 | 1190 | -0.4 | 1298 | . | .
COc1ccccc1Cn1c(=S)[nH]c2cc(C(=O)NCCN3CCOCC3)ccc2c1=O | -1.9% | -0.102 | -0.331 | 0.21 | 0.323 | 5.1 | 2.3 | 12.1 | -38.2% | i | -2.5 | 14.2 | 2.62 | 1202 | 0.2 | 1414 | i | 2.7
CCOc1ccccc1NC1=C(Cl)C(=O)N(c2ccc(OC)cc2)C1=O | -1.5% | -0.524 | -0.346 | -0.506 | 1.08 | 2.5 | 3.2 | 3.3 | -1.7% | i | -2.0 | 11.3 | 0.46 | 1245 | -0.1 | 994 | i | 5.1

Source: PubChem
